MC4R antagonist: antagonists of human melanocortin 4 receptor (MC4R); P32245; MC4R-expressing cells, MTII-stimulated cAMP, LANCE TR-FRET; inhibition, % at 6.5 µM; actives 0.48% (n = 360,000); AID 540295;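 active means inhibition above its plate's cutoff, the mean of tested wells on that plate plus 3 SD, cut at about 29% in these data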;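 further: 0% = Melanotan II alone and 100% = Melanotan II plus saturating MCL0020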
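Assay system: U2OS cells stably expressing human melanocortin 4 receptor (MC4R) / Dosing: 6.5 µM / Timing: compound 30 min, challenge 1 h, detection 1 h / Measured by: Eu-cAMP/anti-cAMP TR-FRET, emission 671 nm / Replicates: singlicate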
ABCB6 inh 2: human ABCB6 transporter inhibition. Q9NP58. K562-ABCB6 porphyrin accumulation, flow cytometry, 1 h; stronger effect = lower value. fluorescence ratio to DMSO, % at 10 µM. actives 0.19% (n = 360,000);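 active means fluorescence ratio to DMSO below 75%, the collection mean minus 3 SD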;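 further: signal is porphyrin accumulated inside mitochondria; 100% equals median channel fluorescence of DMSO control wells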
MC4R barr agon: activates human MC4R beta-arrestin recruitment. P32245. U2OS MC4R beta-arrestin complementation, luminescence; percent of melanotan II response, DMSO zero. activation, % at 8.9 µM. actives 0.98% (n = 360,000);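 active means activation above a per-plate cutoff, the mean activation of sample wells on that plate plus 3 SD, cut at about 8% in these data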
NOD2-RIPK2 inh: blocks binding of human NOD2 to RIPK2. CHO BLA complementation NOD2-RIPK2, CCF4 ratio. inhibition, % at 4.98 µM. actives 0.38% (n = 360,000); in the data active means inhibition above about 21%;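 further: 0% = vehicle only and 100% = reference blocker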
SRC2 inh: inhibits human steroid receptor coactivator 2 | Q15596 | HEK293 GAL4-SRC2 luciferase reporter, luminescence | inhibition, % at 9 µM | actives 0.17% (n = 370,000) | AID 651957;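 active means inhibition above the mean inhibition of all tested compounds plus 3 SD, set per campaign, cut at about 52% in these data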;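 further: 0% = DMSO treated cells and 100% = cells given Gossypol at 36 µM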
H9c2 protect: protects H9c2 cardiomyocytes from peroxide injury. H2O2 injury protection, ATPLite, 2 h. actives 0.63% (n = 360,000). AID 588492. protection from H2O2 cell death, % at 20 µM;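 active means compounds giving at least 50% protection of heart cells from peroxide-induced death in the single-dose screen, raw or plate-pattern-corrected value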;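 further: 0% = DMSO wells with peroxide and 100% = DMSO wells without peroxide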
TLR9-MyD88 block: blocks human TLR9 binding to MyD88 | inhibition, % at 4.98 µM | AID 504734 | CHO BLA complementation TLR9-MyD88, CCF4 FRET ratio | Q9NR96+Q99836 | actives 0.21% (n = 340,000);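 active means inhibition above the mean over all tested compounds plus 3 SD, cut at about 21% in these data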;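 further: 0% = DMSO only wells and 100% = clavulanate BLA inhibitor control wells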
m5-HT2A agonist: mouse HTR2A agonism via beta-arrestin recruitment. CHO-K1 mHTR2A beta-arrestin complementation, luminescence; percent of 30 µM serotonin response. AID 624169. activation, % at 7.6 µM. P35363. actives 0.66% (n = 360,000);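 active means activation above a run cutoff, the mean activation of all tested compounds plus 3 SD, cut at about 14% in these data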;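 further: 0% = plate median of compound wells and 100% = 30 µM serotonin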
ABHD5 PLIN5 PPI: ABHD5-PLIN5 protein interaction inhibition. Split G. princeps luciferase complementation, luminescence, 4 h. inhibition, % at 4 µM. actives 0.78% (n = 360,000);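 active means inhibition above the mean inhibition across every tested compound plus 3 SD, cut at about 22% in these data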;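 further: 0% = DMSO only wells and the 100% control is not disclosed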
N-glyco inh: blocks N-linked glycosylation in D54 reporter cells; reporter increase, % at 12.5 µM; D54 ERlucT glycosylation luciferase reporter, 24 h; percent of 100 nM tunicamycin response; actives 0.23% (n = 360,000);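 active means mean luciferase reporter signal, scaled so untreated is 0 and the glycosylation-blocking control 100, at or above a set limit in every replicate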;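 further: luciferase carries N-glycosylation sites so blocking glycosylation raises the light; 0% = median of neutral control wells and 100% = median of 100 nM tunicamycin wells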
Numbers without * were called inactive; · = no result given. These rows are one share of the data; rates above refer to the full screens.

SMILES | MC4R antagonist | ABCB6 inh 2 | MC4R barr agon | NOD2-RIPK2 inh | SRC2 inh | H9c2 protect | TLR9-MyD88 block | m5-HT2A agonist | ABHD5 PLIN5 PPI | N-glyco inh
O=[n+]1cc(-c2ccc(Br)cc2)n([O-])c2c1CCC2 | 6.3 | 100.0 | 0.6 | 5.4 | -0.5 | 6.3 | 1.7 | 2.1 | -3.7 | -0.1
c1ccc(-c2nc3ccccc3nc2N2CCOCC2)cc1 | 15.4 | 110.0 | 0.1 | 1.4 | 20.0 | -11.7 | 5.3 | -0.1 | -2.6 | 2.3
COc1cc(-c2nnc(SC(C)C(=O)Nc3c(C)n(C)n(-c4ccccc4)c3=O)o2)cc(OC)c1OC (configuration not stated) | -1.3 | 97.0 | -0.6 | 0.0 | 9.4 | -3.5 | 3.5 | 3.0 | 2.1 | -1.3
CCOC(=O)c1c(NC(=S)Nc2ccccc2)sc(C)c1C | 17.2 | 100.0 | 8.0 | -1.1 | 5.6 | -5.6 | -2.8 | 10.5 | -1.6 | 3.4
Cc1cc(C)c(NC(=O)NC(=O)c2cccc(F)c2)c(C)n1 | 5.0 | 96.0 | -1.4 | -2.9 | -33.4 | 10.5 | 5.1 | 3.8 | -7.9 | -0.5
Cc1ccc(-c2nn(-c3ccccc3)cc2/C=C/C(=O)OCC(=O)NC2CC2)o1 | 0.3 | 85.0 | -2.2 | 0.7 | 5.6 | 24.4 | 19.2 | 9.9 | 7.2 | -2.6
Cc1cccc(CCN2C(N(C)C)=NC[C@@H]2C)c1 | 3.7 | 90.0 | 0.4 | -7.1 | 5.2 | 1.9 | -8.8 | -2.8 | 1.0 | 2.6
N#CC1=C(N)Oc2ccccc2C12C(=O)Nc1n[nH]c(-c3ccccc3)c12 (configuration not stated) | 5.0 | 96.0 | -2.5 | -4.5 | 25.2 | 2.7 | -1.0 | 1.8 | 9.4 | -1.1
CC1(CCC(=O)N2CCCC(N3CCN(c4cccc(C(F)(F)F)c4)CC3)C2)CC1 (configuration not stated) | 11.9 | 100.0 | 6.0 | 7.8 | 7.9 | -3.7 | -6.6 | -4.2 | 1.9 | -1.1
O=C(COC(=O)CCSc1ccc(Cl)cc1)NCCc1ccccc1 | 14.4 | 102.0 | 0.8 | 3.9 | 1.8 | -7.5 | -6.9 | 6.6 | -1.9 | -0.1
C=CC(C)(O)CCC=C(C)C (configuration not stated) | 2.5 | 98.0 | -1.0 | 1.5 | -19.3 | -3.3 | 0.1 | 1.7 | 1.2 | 0.6
Cc1ccc(C)c(S(=O)(=O)N2CCN(C(C(=O)Nc3ccc(F)cc3)c3ccccc3)CC2)c1 (configuration not stated) | 8.3 | 96.0 | -1.0 | -9.9 | -28.0 | -5.2 | 5.6 | -3.7 | 2.1 | -8.5
O=C(CC1C[C@H](C(=O)N2CCOCC2)[C@@]2(CCC3CCCC3)c3[nH]c4ccccc4c3CCN2C1=O)NCC12CC3CC(CC(C3)C1)C2 (some centres not stated) | 2.8 | 101.0 | -3.2 | -4.2 | -1.7 | -4.1 | -8.0 | -2.4 | -8.5 | -1.9
Cc1ccc(S(=O)(=O)Cc2nnnn2-c2ccccc2)cc1 | 2.6 | 94.0 | -4.4 | -0.8 | -20.3 | 1.9 | -6.1 | -4.2 | -2.2 | -1.0
S=C1NCCN1CC1CCN(CCCC2CCCC2)CC1 | 9.3 | 106.0 | 0.2 | -3.6 | 4.8 | -6.1 | 1.4 | 0.2 | 0.7 | 2.0
Cc1nnc(SCc2cc(=O)[nH]c(Nc3nc(C)c4cc(C)c(C)cc4n3)n2)s1 | -6.3 | 100.0 | -0.3 | -7.2 | -4.5 | 4.2 | · | 1.6 | -5.2 | 1.5
CC(C)(C)OC(=O)CNC(=O)c1[nH]cnc1C(=O)NC(c1ccccc1)c1ccccc1 | 8.8 | 95.0 | 0.8 | -9.9 | 3.4 | 59.4* | -8.1 | 9.0 | -3.7 | 2.5
COc1ccc(C(=O)NC2CCCc3c2cnn3-c2cccc(C)c2C)o1 (configuration not stated) | 8.8 | 92.0 | -1.1 | 5.0 | 3.1 | -13.5 | 11.2 | 0.3 | 3.3 | -13.1
CN(C)S(=O)(=O)c1ccc(N2CCCC2)c(C(=O)Nc2ccccc2N2CCOCC2)c1 | -16.4 | 99.0 | -0.6 | -7.8 | -41.6 | 1.2 | -3.4 | -4.4 | -2.7 | 0.3
Cc1ccc2c(C)c(C(=O)N(C)CCC3CCCCO3)oc2c1C (configuration not stated) | 3.8 | 95.0 | -4.0 | -1.4 | -32.3 | 1.9 | -0.4 | 2.3 | -1.5 | 2.5
CCSc1nc(=O)n(-c2ccccc2)c(C)c1C(C)=S | -2.0 | 91.0 | -1.1 | 0.5 | -50.8 | -0.1 | 9.1 | 5.2 | -0.6 | -0.2
CCOC(=O)c1cc(C)sc1/N=C/C1=C(O)CCCC1=O | 11.2 | 93.0 | 1.0 | 1.2 | -7.4 | 4.4 | 4.5 | -0.4 | 8.5 | 2.2
CN(C)S(=O)(=O)c1cccc(NC(=O)CNc2cccc(S(=O)(=O)N3CCCCC3)c2)c1 | -1.5 | 92.0 | 0.1 | 7.1 | 5.1 | -24.3 | -0.1 | 5.0 | -3.0 | -2.9
COC(=O)c1ccc(OCC(O)CNCC(c2ccc(OC)cc2)N(C)C)c(OC)c1 (configuration not stated) | -7.2 | 94.0 | -2.4 | 0.0 | -19.9 | -0.7 | 1.1 | -5.4 | -6.0 | -1.9
CCOc1ccccc1CNC(=O)C1CCC(=O)N1C(C)C (configuration not stated) | 0.1 | 101.0 | -3.5 | -10.1 | 2.9 | -2.8 | -1.5 | 1.9 | -1.1 | 1.0
CCOc1ccc(C(=O)O[C@H]2[C@H](Cc3ccccc3)NS(=O)(=O)[C@H]3C[C@@H]4C=C[C@]23O4)cc1 | 2.6 | 104.0 | 0.7 | 4.9 | -2.0 | -1.1 | 4.9 | 0.3 | -6.6 | -1.2
Cc1c(N)cccc1-n1cccc1 | 15.8 | 94.0 | 1.1 | 1.3 | 12.7 | 19.0 | -0.8 | -2.1 | -1.7 | 0.8
CC(=O)N[C@@H](C)c1nc2ccccc2n1CCCN1CCN(c2nc(-c3ccc(C)cc3)cs2)CC1 | 5.1 | 88.0 | -1.8 | -3.5 | 20.0 | 11.4 | -11.4 | -5.2 | 0.6 | -2.5
COc1ccccc1/C=C1\SC(=S)N(NS(=O)(=O)c2ccccc2)C1=O | 12.1 | 103.0 | -1.1 | -0.8 | -25.1 | 7.2 | -6.5 | -6.6 | -0.9 | 0.8
O=C(CCCc1nc2ccccc2s1)NNC(=O)CCN1CCN(Cc2ccccc2)CC1 | 1.7 | 94.0 | -0.6 | -2.7 | 5.1 | 3.0 | -3.3 | -1.5 | -1.8 | 1.9
O=C(OCc1nnc(-c2ccc(Cl)cc2)o1)C12CC3CC(CC(O)(C3)C1)C2 | -0.1 | 100.0 | -1.2 | 10.8 | -36.7 | -16.0 | 10.3 | -2.3 | -3.9 | -2.4
CCOc1ccc(C(=O)NCC(=O)OCC(=O)Nc2cccc(S(=O)(=O)N3CCCC3)c2)cc1 | 4.8 | 102.0 | -1.8 | 3.6 | -0.8 | -18.4 | -1.1 | -2.3 | 3.0 | 0.0
COc1ccc2c(c1)[nH]c1c(=O)n(/N=C/C3C(C)C=C(C)CC3C)c(=O)[nH]c12 (configuration not stated) | 5.3 | 92.0 | -0.7 | -3.0 | 16.2 | 35.8 | 5.8 | -1.4 | -1.6 | 5.9
O=C(Nc1nccs1)C1CCN(S(=O)(=O)c2ccccc2)CC1 | 10.9 | 101.0 | -0.3 | -6.1 | 9.7 | 10.4 | -1.9 | -4.2 | 15.6 | 0.8
CC1(COS(N)(=O)=O)CCCCC1 | 2.6 | 98.0 | -1.9 | -0.1 | · | -2.3 | 7.3 | 1.5 | -0.1 | 2.1
CCc1nn2c(=O)cc(CSCC(=O)Nc3ccccc3Cl)nc2s1 | 4.0 | 97.0 | 1.1 | 1.8 | · | -3.7 | 1.7 | 0.8 | 3.5 | 4.8
CCCn1c(/N=C/c2ccccc2O)nc2ccccc21 | 3.6 | 92.0 | -1.7 | -8.6 | -28.5 | -0.6 | -6.8 | 2.0 | -6.6 | -1.5
O=C(NCC1COCCO1)C1CCN(S(=O)(=O)c2ccccc2)CC1 (configuration not stated) | 8.9 | 96.0 | 0.6 | 9.7 | -13.8 | -2.8 | 4.0 | -2.4 | 12.7 | -1.1
CCCC(=O)Nc1nnc(CCc2ccccc2)s1 | 20.1 | 104.0 | 0.4 | 2.0 | 6.0 | -0.1 | -3.2 | -4.0 | 1.4 | 1.0
O=C(c1cccc(F)c1)N1CCC(c2nc3ccccc3s2)CC1 | 1.5 | 101.0 | -1.8 | -0.1 | 4.0 | -2.6 | -6.4 | 3.4 | 2.2 | -0.6
O=C(Cc1ccccc1)c1c[nH]c(C(=O)NCCCN2CCOCC2)c1 | -2.9 | 102.0 | 2.0 | -7.0 | 1.4 | -5.0 | 0.8 | -3.5 | -1.2 | -0.7
CC(NC(=O)C1C(=O)N(CCO)C2(C)CC1c1ccccc1O2)c1ccccc1 (configuration not stated) | 3.0 | 88.0 | -1.1 | -5.0 | -46.0 | -0.8 | 6.0 | -1.0 | -3.7 | -1.8
Cc1ccccc1/C=C1\OC(=O)c2ccccc21 | -12.8 | 93.0 | 5.7 | -13.9 | 7.0 | -8.6 | 5.0 | -4.3 | -0.6 | 1.9
COc1ccc(N2CCN(C(=O)CN3C(=O)c4ccccc4S3(=O)=O)CC2)cc1 | 2.0 | 102.0 | 2.5 | 16.0 | -4.5 | 10.6 | 0.8 | -3.3 | -0.6 | -0.1
O=C(CC(=O)c1ccccc1)CC(O)(C=Cc1ccccc1)c1ccccc1 (configuration not stated) | 1.4 | 96.0 | -0.7 | 3.2 | -25.0 | 48.1 | 4.5 | -5.2 | 16.8 | 7.0
O=C(CSc1ncn[nH]1)Nc1ccc(OCc2ccccc2)cc1 | 2.2 | 102.0 | 1.4 | 1.1 | 1.9 | -5.8 | 3.3 | 1.9 | 8.1 | -2.1

Single records, from the list above:
Results for O=C(CSc1ncn[nH]1)Nc1ccc(OCc2ccccc2)cc1 : MC4R antagonist: 2.2; ABCB6 inh 2: 102.0; MC4R barr agon: 1.4; NOD2-RIPK2 inh: 1.1; SRC2 inh: 1.9; H9c2 protect: -5.8; TLR9-MyD88 block: 3.3; m5-HT2A agonist: 1.9; ABHD5 PLIN5 PPI: 8.1; N-glyco inh: -2.1
Results for COc1ccc(N2CCN(C(=O)CN3C(=O)c4ccccc4S3(=O)=O)CC2)cc1 : MC4R antagonist: 2.0; ABCB6 inh 2: 102.0; MC4R barr agon: 2.5; NOD2-RIPK2 inh: 16.0; SRC2 inh: -4.5; H9c2 protect: 10.6; TLR9-MyD88 block: 0.8; m5-HT2A agonist: -3.3; ABHD5 PLIN5 PPI: -0.6; N-glyco inh: -0.1
